MEKK3 PB1 HTS – MEKK3-MEK5 PB1 interaction, increase or decrease; bead-based flow cytometry, Alexa488-MEK5 binding to MEKK3; actives lie on both sides; 0 = blocked by unlabeled MEK5, 100 = vehicle; Q99759; binding response (% of control), % at 10 µM; hit rate 1.4% among 290,000; AID 1529;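 active means binding response more than 3 SD above or below the average of its plate-row segment, actives on both sides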;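 further: Alexa488 bead fluorescence after subtracting the streptavidin-only scavenger bead signal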
MEKK2mut PB1 HTS – signal of MEK5 binding to mutant human MEKK2 PB1 domain. percent response, % at 10 µM. bead flow cytometry, Alexa488-MEK5 binding to MEKK2 mutant. hit rate 0.35% among 290,000. AID 1530; in the data active means percent response above about 24%, passing the limit was not always enough; further: inactives centre near 1; some results filed as inactive read as strong as hits; reference of the scale not given here
NALP1 yeast inh – NALP1 inhibition; hit rate 0.61% among 280,000; inhibition, % at 10 µM; S. cerevisiae NALP1/ASC/caspase-1 growth, X-gal OD620, 72 h; in the data active means inhibition mostly above about 24%, no sharp cut-off; inactive means mostly below about 32%; further: some compounds called inactive have numbers as strong as hits
pCIP destab – lowers stability of the mouse p/CIP coactivator protein | decrease of EGFP signal, % at 10 µM | Q05BA5 | F442A p/CIP-EGFP cells, EGFP fluorescence, 16 h | hit rate 0.01% among 290,000;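 active means EGFP signal decrease of at least 30% at 10 µM or well 3 SD below plate mean, unless failing retest; inactive means the rest, including hits failing retest or dose response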; further: some compounds called inactive have numbers as strong as hits; many of its hits are not listed in these tables
MEKK2wt PB1 HTS – raises or lowers MEK5 binding to wildtype human MEKK2 PB1 domain; Q9Y2U5; bead flow cytometry, Alexa488-MEK5 binding to MEKK2 WT; actives lie on both sides; binding response (% of control), % at 10 µM; hit rate 1.1% among 290,000; in the data active means binding response below about 67% or above about 130%
M18AAP inhibitor – PfM18AAP enzyme inhibition; hit rate 1.2% among 290,000; recombinant PfM18AAP, H-Glu-NHMec fluorogenic cleavage; inhibition, % at 7.35 µM;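 active means inhibition above the campaign mean inhibition over all tested compounds plus 3 SD, cut at about 28% in these data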;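 further: 0% = plate median of test compound wells and 100% = 2 mM ZnCl2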
IDE inh – inhibits human insulin-degrading enzyme in HEK cells; FAbetaB cleavage, fluorescence polarization; inhibition, % at 5.59 µM; hit rate 0.41% among 320,000;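 active means percent inhibition above the average of all tested compounds plus 3 SD, set per screening campaign, cut at about 16% in these data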;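 further: IDE supplied by intact live HEK cells; FP after avidin binding of uncleaved biotin substrate so inhibition keeps polarization high; 0% = DMSO wells and 100% = 60 µM reference IDE inhibitor Ii1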
Target sequence (P14735 whole entry, looked up): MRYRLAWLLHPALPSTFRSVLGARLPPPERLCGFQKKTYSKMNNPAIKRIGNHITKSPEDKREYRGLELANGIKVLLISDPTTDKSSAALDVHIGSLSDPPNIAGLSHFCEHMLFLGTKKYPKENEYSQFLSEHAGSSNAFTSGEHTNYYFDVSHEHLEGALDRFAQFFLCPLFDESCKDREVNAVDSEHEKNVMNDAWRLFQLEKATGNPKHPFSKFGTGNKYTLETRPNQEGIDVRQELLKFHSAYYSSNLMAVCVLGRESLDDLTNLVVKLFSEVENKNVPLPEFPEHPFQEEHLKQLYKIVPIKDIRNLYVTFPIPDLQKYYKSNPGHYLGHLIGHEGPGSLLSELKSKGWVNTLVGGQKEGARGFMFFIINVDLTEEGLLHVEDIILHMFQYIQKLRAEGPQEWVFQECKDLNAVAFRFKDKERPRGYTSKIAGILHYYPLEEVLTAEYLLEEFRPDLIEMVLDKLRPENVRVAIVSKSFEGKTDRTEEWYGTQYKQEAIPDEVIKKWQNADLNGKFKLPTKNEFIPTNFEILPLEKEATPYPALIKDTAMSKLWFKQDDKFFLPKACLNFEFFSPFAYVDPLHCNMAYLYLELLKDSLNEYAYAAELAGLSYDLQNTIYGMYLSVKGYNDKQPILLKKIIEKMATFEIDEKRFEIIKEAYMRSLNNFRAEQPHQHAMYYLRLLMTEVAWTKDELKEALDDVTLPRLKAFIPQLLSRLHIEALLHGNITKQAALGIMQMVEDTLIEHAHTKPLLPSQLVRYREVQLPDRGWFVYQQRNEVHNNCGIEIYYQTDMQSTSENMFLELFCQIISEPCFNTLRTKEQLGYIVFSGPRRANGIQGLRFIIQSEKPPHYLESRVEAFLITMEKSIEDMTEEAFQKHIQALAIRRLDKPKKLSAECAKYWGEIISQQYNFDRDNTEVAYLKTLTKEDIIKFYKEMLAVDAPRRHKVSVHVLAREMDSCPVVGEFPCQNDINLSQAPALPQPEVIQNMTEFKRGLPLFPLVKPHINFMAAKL
IDE act – IDE (human) activation, cell-based | HEK cells, FAbeta-B cleavage, fluorescence polarization; 0% vehicle, 100% cell-free pure enzyme wells | hit rate 0.073% among 340,000 | P14735 | activation, % at 5.96 µM | AID 493087;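 active means activation above the mean of all tested compounds plus 3 SD, set per screening campaign, cut at about 17% in these data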
UBC9 SUMO inh – SUMOylation inhibition. inhibition, % at 35 µM. HTRF SUMOylation assay, SAE1/SAE2 + UBC9, in vitro. P63279. hit rate 0.36% among 290,000; in the data active means inhibition above about 50%, passing the limit was not always enough; further: strong numbers were not always called active
Numbers without * were called inactive; / = no result given. Some of the compounds tested; the hit share may differ from the screen's.

SMILES	MEKK3 PB1 HTS	MEKK2mut PB1 HTS	NALP1 yeast inh	pCIP destab	MEKK2wt PB1 HTS	M18AAP inhibitor	IDE inh	IDE act	UBC9 SUMO inh
CC(C)OCCCNC(=O)C(=O)NCCCOC(C)C	99	1	-10	9	97	0	-3	4	-21
COc1cccc(-n2ccnc2SCC(=O)Nc2cc(C)on2)c1	95	-3	11	-13	101	-15	-1	5	18
O=C1OC(Nc2ncccn2)c2ccccc21 (stereo not drawn)	102	4	-4	-2	103	11	0	0	20
CC1(c2ccccc2)CC(c2ccccc2)=Nc2nonc2N1 (stereo not drawn)	106	12	8	-8	100	4	2	-1	10
O=C(Nc1ccc(Nc2ccccc2)cc1)c1ccco1	97	7	12	4	99	5	6	1	10
Cc1cc([N+](=O)[O-])ccc1NC(=O)c1csc(C)c1C	99	-1	1	2	96	3	/	-2	-9
CCc1cccc2c(SCC(=O)NCC3CCCO3)nc(-c3ccc(F)cc3)nc12 (stereo not drawn)	101	1	30	-16	101	-2	-4	1	-1
CCCCc1ccc(NC(=O)CN2NS(=O)(=O)c3ccccc3C2=O)cc1	96	-2	6	-8	97	-6	4	-1	10
CCc1cc2c(=O)c(-c3nc4ccccc4n3C)c(C)oc2cc1OC(C)=O	100	7	-22	6	104	-7	2	-3	9
CCOc1c(Cl)cc(C(=O)Nc2ccccc2-c2ccccc2)cc1Cl	/	/	-5	-14	/	1	-1	7	-14
Cn1cnc(S(=O)(=O)Nc2ccc(OC(F)(F)F)cc2)c1	98	0	-5	11	98	4	6	2	4
Cc1ccc(/C=N/NC(=O)c2sccc2OCc2ccc(F)cc2)cc1	92	-4	31	7	91	-40	-1	2	10
COc1ccc(-c2ncc3ccccn23)cc1OC	100	1	21	4	100	-4	1	6	-1
O=C(CN1CCN(S(=O)(=O)c2ccccc2)CC1)NC1CC1	104	1	25	2	104	-14	3	4	17
O=C(N/N=C/c1ccc([N+](=O)[O-])cc1)C(=O)N1CCCC1	104	7	0	-19	105	-1	6	-3	-3
O=C(COC(=O)CNC(=O)C1CCCCC1)Nc1ccc(Cl)cc1F	102	-1	6	-2	96	-4	1	-1	-2
O=C(COC(=O)c1cccs1)c1ccc2c(c1)OCCO2	77	-15	-8	-14	81	-5	2	-2	14
CCn1c2ccccc2c2cc(NC(=O)COc3ccccc3OC)ccc21	106	-1	38	-6	107	-5	8	6	-10
COC(=O)NCCOc1cc(C)ccc1C	79	-6	10	-4	83	1	1	7	14
CN(C)Cc1c(O)ccc2occ(C(=O)c3ccc(F)cc3)c12	102	1	9	-8	101	10	-1	-1	14

A second format for part of the listing above:
MEKK3 PB1 HTS	MEKK2mut PB1 HTS	NALP1 yeast inh	pCIP destab	MEKK2wt PB1 HTS	M18AAP inhibitor	IDE inh	IDE act	UBC9 SUMO inh	SMILES
98	0	-5	11	98	4	6	2	4	Cn1cnc(S(=O)(=O)Nc2ccc(OC(F)(F)F)cc2)c1
92	-4	31	7	91	-40	-1	2	10	Cc1ccc(/C=N/NC(=O)c2sccc2OCc2ccc(F)cc2)cc1

Next section.
SMILES	MEKK3 PB1 HTS	MEKK2mut PB1 HTS	NALP1 yeast inh	pCIP destab	MEKK2wt PB1 HTS	M18AAP inhibitor	IDE inh	IDE act	UBC9 SUMO inh
Cc1cc(C(=O)NNC(=O)CCCCC(=O)NNC(=O)c2cc(C)[nH]n2)n[nH]1	98	-1	-2	-14	101	11	2	-3	14
O=C(O)C1=C[C@@H](c2ccc(F)cc2)C[C@@H](OCCCCO)O1	93	7	/	3	91	/	8	1	13
COC(=O)c1c(C)n(-c2ccc(C)cc2)c2ccc(O)cc12	53	-17	5	-2	59	8	-4	3	10
COc1ccccc1C(=O)NNC(=O)c1ccc(NC(=O)C(C)C)cc1	102	-1	-37	10	100	-1	/	6	1
COc1ccc(CNC(=O)C(c2cccc(C)c2)N(C(=O)c2csnn2)C2CC2)cc1 (stereo not drawn)	104	-1	12	-13	102	-2	3	1	6
COc1ccc(C2CC(c3cccc(OC)c3)n3nc(N)nc3N2)cc1 (stereo not drawn)	100	3	16	-3	100	-3	-1	5	4
COc1ccc(NC(=O)Nc2ccc(C)cc2OC(F)F)cc1OC	100	-4	35	-9	99	-14	1	4	-3
COc1ccc(/C(N)=N/OC(=O)CCCc2ccccc2)cc1	92	-4	20	2	90	2	-2	-1	-26
CCOC(=O)c1cc(S(=O)(=O)NC2CCCCC2)cn1C	102	5	1	-2	103	-4	6	9	/
N#C/C(=C/c1ccccc1[N+](=O)[O-])c1nc(C2CC2)cs1	104	2	33	13	97	4	-1	4	-5
O=C1N[C@H](Cc2ccccc2)C(=O)N[C@H]1Cc1cn(S(=O)(=O)c2ccccc2)c2ccccc12	106	2	/	/	102	/	2	/	/
O=C(Cc1ncc(C(F)(F)F)cc1Cl)NNc1cccc(F)n1	94	-1	-4	-8	97	24	1	3	17
Cc1cccc(N(C(=O)c2snc(C(N)=O)c2N)C(C(=O)NCC2CCCO2)c2ccc(N(C)C)cc2)c1C (stereo not drawn)	100	1	-6	-17	101	1	0	5	8
Cc1nn(C(C)C(=O)NC2CCC(C)CC2)c(=O)c2nn(-c3ccccc3)c(C)c12 (stereo not drawn)	104	3	-4	-2	104	3	-2	2	-9
CCOc1ccc(-n2nc3c(=O)n(CCN4CCCCC4)nc(C)c3c2C)cc1	91	-3	6	-16	92	-2	4	8	13
O=C(Sc1ccccc1)c1cccc(Cn2cc(C(F)(F)F)ccc2=O)c1	106	1	-3	1	104	-20	-3	/	-16
COC(=O)c1ccc(NC(=S)N2CCN(CCO)CC2)cc1	90	-2	5	7	97	5	0	1	4
COc1ccc(C(C(=O)NC2CCCCC2)N(C(=O)c2cccs2)c2ccc3c(c2)OCO3)cc1 (stereo not drawn)	87	-8	2	-17	83	0	1	1	22
O=C1CCN(Cc2ccccc2)N1	91	-6	17	-2	93	-4	-1	-1	4
Cc1ccc(NC(=O)Cn2cccc2)c(C)c1	101	-3	48	-2	96	-11	0	7	11

Looked up above:
CC1(c2ccccc2)CC(c2ccccc2)=Nc2nonc2N1 (stereo not drawn) | UBC9 SUMO inh = 10
COc1cccc(-n2ccnc2SCC(=O)Nc2cc(C)on2)c1 | MEKK2mut PB1 HTS = -3
Cc1ccc(/C=N/NC(=O)c2sccc2OCc2ccc(F)cc2)cc1 | MEKK2wt PB1 HTS = 91
CN(C)Cc1c(O)ccc2occ(C(=O)c3ccc(F)cc3)c12 | NALP1 yeast inh = 9

Next part
SMILES	MEKK3 PB1 HTS	MEKK2mut PB1 HTS	NALP1 yeast inh	pCIP destab	MEKK2wt PB1 HTS	M18AAP inhibitor	IDE inh	IDE act	UBC9 SUMO inh
C[C@H](NC(=O)C1CC(=O)N(c2ccc3c(c2)OCO3)C1)C(=O)NCc1ccco1 (stereo partly drawn)	97	-2	1	2	88	3	0	7	8
C=CCOc1ccc(/C=N/NC(=O)CN2CCCCC2)cc1OC	109	7	14	6	109	-1	-2	1	11
Cc1ccc(NC(=O)c2ccc(S(=O)(=O)N3CCC(C)CC3)cc2)cc1	101	-2	-12	-23	93	2	-3	1	-16
Nc1nc(CSC(=S)N2CCOCC2)nc(Nc2ccccc2)n1	96	-1	26	-13	101	0	3	0	-3
COc1ccc(Cl)cc1-c1csc(N)n1	98	-10	7	-2	84	-7	9	0	4
CCOc1cc(S(=O)(=O)NCc2ccccc2)c(OCC)cc1-n1cnnn1	103	3	/	/	103	3	-2	3	/
O=S1(=O)CCN(Cc2csc(-c3cccs3)n2)CC1	94	-6	11	1	94	-15	11	0	35
O=C(CN(C(=O)CCC(=O)Nc1nccs1)c1ccccc1F)NCCc1ccccc1	99	-6	13	-17	97	-7	-5	5	16
CCn1ccnc1CN(C)C(=O)c1cc(COc2c(F)cccc2F)on1	97	-15	8	-2	88	-3	3	1	15
Cc1ccc2nc(SCn3nnc4ccccc4c3=O)[nH]c2c1	97	8	17	-11	101	-2	-2	-6	5

Single records, as listed above. Order of screens: MEKK3 PB1 HTS | MEKK2mut PB1 HTS | NALP1 yeast inh | pCIP destab | MEKK2wt PB1 HTS | M18AAP inhibitor | IDE inh | IDE act | UBC9 SUMO inh
O=C(N/N=C/c1ccc([N+](=O)[O-])cc1)C(=O)N1CCCC1 is listed as 104 | 7 | 0 | -19 | 105 | -1 | 6 | -3 | -3
O=C(Cc1ncc(C(F)(F)F)cc1Cl)NNc1cccc(F)n1 is listed as 94 | -1 | -4 | -8 | 97 | 24 | 1 | 3 | 17
Cc1ccc2nc(SCn3nnc4ccccc4c3=O)[nH]c2c1 is listed as 97 | 8 | 17 | -11 | 101 | -2 | -2 | -6 | 5
CC(C)OCCCNC(=O)C(=O)NCCCOC(C)C is listed as 99 | 1 | -10 | 9 | 97 | 0 | -3 | 4 | -21
Cc1cc([N+](=O)[O-])ccc1NC(=O)c1csc(C)c1C is listed as 99 | -1 | 1 | 2 | 96 | 3 | / | -2 | -9

(more compounds)
SMILES	MEKK3 PB1 HTS	MEKK2mut PB1 HTS	NALP1 yeast inh	pCIP destab	MEKK2wt PB1 HTS	M18AAP inhibitor	IDE inh	IDE act	UBC9 SUMO inh
CN(C)c1ccc(C2NCC(CCl)O2)cc1 (stereo not drawn)	100	3	16	-3	104	4	0	-4	-10
Cc1ccc(S(=O)(=O)N2CCN(C(=O)c3cccc(F)c3)CC2)cc1	102	3	14	1	106	-1	0	3	12
CCOC(=O)C1CCN(C2CC(=O)N(c3cccc(Cl)c3)C2=O)CC1 (stereo not drawn)	106	2	16	0	96	-15	-1	2	1
COc1cc2c(cc1OC)C(COc1ccc([N+](=O)[O-])cc1)N(C(C)=O)CC2 (stereo not drawn)	101	0	1	-16	101	-4	5	-1	10
O=C(C1CCCN1S(=O)(=O)c1cccc2nsnc12)N1CCN(c2ccccc2)CC1 (stereo not drawn)	104	4	6	1	101	3	1	0	13
COC(=O)C(CCSC)NC(=O)C(NC(=O)C1CCC(C)CC1)C(C)C (stereo not drawn)	98	16	3	2	100	0	-1	-7	-18
Cc1ccc(NC(=O)N(Cc2ccco2)C(C)c2ccco2)cc1C (stereo not drawn)	103	7	4	-18	101	5	-2	3	18
CCCCCn1c(CN2CCN(C(=O)c3ccco3)CC2)nc2c1c(=O)n(C)c(=O)n2C	105	7	-16	-13	102	/	5	5	13
COc1ccc(C2=NN(C(C#N)c3ccc(OC)cc3)C(c3ccccc3)C2)cc1 (stereo not drawn)	100	-1	18	-1	93	3	-4	2	-9
Cc1ccc(C)c(NC(=O)c2oc(=O)c3ccccc3c2-c2ccccc2)c1	105	0	14	0	107	-8	0	-1	-6
CC(C)c1[nH]c(=O)c(C#N)c2c1COC(C)(C)C2	103	6	26	5	108	-7	-3	5	16
COc1ccc(S(=O)(=O)NCC2CCC(C(=O)N3CCC4(CC3)OCCO4)CC2)cc1 (stereo not drawn)	93	6	6	-2	98	-2	/	-4	11
O=C(NCc1cccs1)c1cnc2sccn2c1=O	103	10	28	-18	107	4	-2	3	22
C=CCN(CC=C)C(=O)c1ccncc1	87	-2	/	-7	94	3	2	-1	22

Results in MEKK2wt PB1 HTS, for three of the compounds above:
SMILES	MEKK2wt PB1 HTS
O=C(NCc1cccs1)c1cnc2sccn2c1=O	107
COc1ccc(S(=O)(=O)NCC2CCC(C(=O)N3CCC4(CC3)OCCO4)CC2)cc1 (stereo not drawn)	98
C=CCN(CC=C)C(=O)c1ccncc1	94

High-throughput results deposited in PubChem BioAssay by several laboratories.
